TRPML3 agonist: agonists of human TRPML3 channel | HEK293 TRPML3-YFP, Fluo-8 calcium fluorescence; 100% = the carbachol control signal | activation, % at 3 µM | hit rate 0.29% among 220,000;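 active = activation above its plate's cutoff, the mean activation of the plate's test wells plus 3 SD, cut at about 12% in these data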;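 note: 0% = DMSO only wells and 100% = carbachol wells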
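Test system – HEK293 line with stable expression of human TRPML3-YFP channel · Control set – carbachol 87 µM final as high control (100%), DMSO as low control (0%) · Signal – Fluo-8 calcium dye fluorescence, ex 470-495, em 515-575 nm · Incubation – 1-h 37 °C dye load, 5-s basal, 120-s post-compound reads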
EBV gp42 block: inhibitors of Epstein-Barr virus glycoprotein 42 | Q1HVG2 | Fluorescence polarization binding assay, mP read-out | inhibition, % (tested at 21.74 µM) | hit rate 0.42% among 220,000 | AID 1085; in the data active = inhibition above about 50%
Target sequence (Q1HVG2 whole entry, looked up): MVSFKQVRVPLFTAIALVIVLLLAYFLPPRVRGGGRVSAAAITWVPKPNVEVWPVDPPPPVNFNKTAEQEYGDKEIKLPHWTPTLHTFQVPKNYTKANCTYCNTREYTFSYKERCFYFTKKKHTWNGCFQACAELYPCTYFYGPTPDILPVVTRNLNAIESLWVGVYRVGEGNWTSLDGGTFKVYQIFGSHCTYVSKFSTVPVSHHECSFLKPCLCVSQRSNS
PPC-1+TRAIL kill: PPC-1 cancer cell killing with TRAIL present; hit rate 0.41% among 220,000; cell killing (% activity), % at 4 µM; PPC-1 cells + TRAIL, ATPLite viability luminescence;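 active = cell killing above 50% in the first pass at 4 µM, then a duplicate retest at 5 µM averaging 50% or more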;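 note: plate controls were cells with TRAIL plus DMSO for no effect and medium-only wells lacking cells for full effect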
Calpain2 inh: calpain II (pig) inhibition | purified calpain II, fluorogenic peptide substrate, 30 min | inhibition, % at 16 µM | hit rate 0.37% among 220,000;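 active = inhibition above about 50%, limit read from the data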
Thrombin inh: thrombin (human) inhibition; AID 1046; hit rate 0.26% among 220,000; alpha-thrombin, Boc-VPR-AMC fluorogenic substrate cleavage; inhibition, % at 5 µM;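 active = inhibition at or above 40%; inactive = inhibition below 40%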;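 note: 0% = enzyme with no compound and 100% = wells without enzyme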
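Test system: human alpha-thrombin; medium: pH 7.5 Tris-saline with Tween 20; times: reaction at room temperature; signal: AMC fluorescence at 355 nm excitation and 460 nm emission; also added: Boc-VPR-AMC substrate, 15 µM final; dosing: one concentration per compound, 5 µM, with 0.2% DMSO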
Furin inhibitor: inhibitors of human furin; inhibition, % at 30 µM; AID 463115; P09958; hit rate 0.061% among 220,000; purified furin, fluorogenic substrate cleavage; in the data active = inhibition above about 25%; note: inactives centre near -15
Target sequence (P09958 108-714 limits assumed): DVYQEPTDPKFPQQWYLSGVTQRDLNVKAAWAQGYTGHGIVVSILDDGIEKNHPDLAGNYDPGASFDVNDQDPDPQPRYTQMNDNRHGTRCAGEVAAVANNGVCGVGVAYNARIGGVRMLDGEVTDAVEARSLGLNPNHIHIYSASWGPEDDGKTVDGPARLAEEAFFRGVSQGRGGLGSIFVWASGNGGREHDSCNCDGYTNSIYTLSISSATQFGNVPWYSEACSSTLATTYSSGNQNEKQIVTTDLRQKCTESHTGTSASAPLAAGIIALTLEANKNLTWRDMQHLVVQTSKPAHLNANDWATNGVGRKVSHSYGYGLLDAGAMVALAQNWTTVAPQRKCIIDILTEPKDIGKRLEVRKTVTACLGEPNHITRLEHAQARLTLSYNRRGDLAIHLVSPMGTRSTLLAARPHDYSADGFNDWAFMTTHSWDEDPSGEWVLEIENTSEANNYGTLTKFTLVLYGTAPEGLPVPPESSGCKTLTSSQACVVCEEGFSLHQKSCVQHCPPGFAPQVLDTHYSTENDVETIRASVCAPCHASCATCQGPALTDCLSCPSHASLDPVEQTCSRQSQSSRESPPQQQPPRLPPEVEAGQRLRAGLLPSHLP
Tb hexokinase: blocks Trypanosoma brucei hexokinase 1 activity; inhibition, % at 10 µM; recombinant TbHK1, G6PDH-coupled NADH A340; AID 1430; hit rate 0.11% among 220,000;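 active = inhibition of 50% or more in the single-dose primary screen; inactive = inhibition below 50%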
zfTRPN1 agonist: zebrafish TRPN1 (NompC) channel agonism; activation, % at 3 µM; HEK293 zebrafish TRPN1-YFP, Fluo-8 calcium fluorescence; 100% = response to 87 µM carbachol; AID 1424; hit rate 0.18% among 220,000;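 active = activation above its plate's cutoff, the mean activation of test wells on that plate plus 3 SD, cut at about 19% in these data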;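 note: 0% = DMSO alone and 100% = 87 µM carbachol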
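Control set: carbachol 87 µM as high control, DMSO as low control; system: HEK293 stable line with zebrafish TRPN1-YFP; read-out: % activation versus carbachol response; detection: intracellular calcium fluorescence with Fluo-8; doses: single test compound dose, 3 µM nominal, 0.3% DMSO; schedule: dye 1 h 37 °C plus 30 min RT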
KCC2 mod: modulators of human KCC2 chloride dependent transport | B-score of Tl+ flux slope (higher = more flux/activation; lower = inhibition) at 10 µM | hit rate 2.2% among 190,000 | AID 1456 | KCC2 cells, thallium flux FluoZin-2 fluorescence;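 active = thallium flux slope and its plate-corrected score both differing from the plate sample mean at a set confidence after two filtering rounds, in either direction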;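 note: slope of fluorescence scaled to starting intensity during 10 to 20 s after thallium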
Numbers without * were called inactive; · = no result given; [ ] = remark or other dose.

nr | SMILES | EBV gp42 block | zfTRPN1 agonist | Thrombin inh | Furin inhibitor | TRPML3 agonist | Calpain2 inh | PPC-1+TRAIL kill | Tb hexokinase | KCC2 mod
1 | O=C(c1ccccc1-c1nc2ccccc2[nH]1)N1CCOCC1 | -12 | 1.1 | 4 | -18 | 0.6 | -16 | 20 | -5 | -0.59
2 | O=S(=O)(Nc1ccccn1)c1cccs1 | -28 | -0.3 | -8 | -16 | 0.5 | -43 | 12 | -2 | -0.016
3 | CCNC(=S)N1CCN=C1Nc1nc(C)cc(C)n1 | -5 | 0.5 | -9 | -22 | 0.4 | 21 | 21 | -3 | ·
4 | COc1ccc2c(c1)C=C(CN1CCN(C(C)C)C(CCO)C1)CO2 (stereo not drawn) | -6 | 0.6 | -7 | -20 | 1.0 | -21 | -3 | -17 | ·
5 | CS(=O)(=O)NCCSCc1ccc(Cl)cc1 | -4 | -1.9 | 0 | -9 | -0.5 | -53 | 15 | 3 | -0.2
6 | Cc1ccc(S(=O)(=O)Nc2ccc3c(c2)nc(CCN2CCCCC2)n3C)cc1 | -11 | 1.9 | -1 | -17 | 0.4 | -20 | -3 | -1 | -0.56
7 | COc1cccc2sc(NNC(=O)c3nc4ccccc4s3)nc12 | -4 | -0.1 | 2 | -12 | 0.5 | -98 | -2 | -4 | 92*
8 | CC(=O)NC1C(=O)N=C(SCC(=O)NC(C)c2ccccc2)NC1=O (stereo not drawn) | -19 | -0.3 | 7 | -3 | -0.3 | 1 | 6 | -3 | ·
9 | Cc1cc(C)c2nc(C(F)(F)F)nc(NCCCN3CCCC3=O)c2c1 | -14 | 0.3 | 2 | -1[20 µM] | 0.5 | -58 | -12 | -5 | -1
10 | Cc1cccc(NC(=O)c2ccc3ccccc3n2)n1 | -14 | -0.3 | 3 | -14 | 0.2 | -5 | 1 | 0 | -1.1
11 | Cc1sc2ncn(Cc3ccccc3F)c(=O)c2c1C | -21 | -1.8 | -23 | -14 | 0.1 | 11 | 14 | -6 | ·
12 | Cc1cc2c(cc1C)CSC(c1c(O)ccc3ccccc13)SC2 | 9 | -0.5 | -5 | -20[20 µM] | -0.3 | -41 | 36 | -2 | -0.026
13 | O=C(c1cc(S(=O)(=O)N2CCOCC2)ccc1F)N1CCCc2ccccc21 | -7 | -0.4 | -7 | -18[20 µM] | 0.0 | -8 | 14 | 1 | 0.37
14 | COc1ccc(CCN=C(N)NS(=O)(=O)c2ccc(F)cc2)cc1 | 3 | 3.2 | -1 | -41 | 1.2 | -14 | -4 | 0 | -0.046
15 | O=c1[nH]c(CS(=O)(=O)c2ccccc2)nc2ccccc12 | -22 | 1.8 | -1 | -22[20 µM] | -0.1 | -25 | 18 | -3 | -1.2
16 | N/C(=N\OC(=O)Oc1ccccc1)c1ccc(Br)cc1 | 12 | -1.1 | -5 | -16[20 µM] | 0.8 | 15 | 5 | 13 | 0.57
17 | COc1ccc(/C(O)=C2/C(=O)C(=O)N(CCN(C)C)C2c2ccc(F)cc2)cc1Cl (stereo not drawn) | -12 | 1.4 | 7 | -9 | 0.8 | 10 | 10 | -20 | ·
18 | C/C(=N\NS(=O)(=O)c1ccc([N+](=O)[O-])cc1)c1cccs1 | -7 | 0.5 | -2 | -24 | -0.1 | -20 | 9 | -23 | 0.048
19 | COc1ccc(C(=O)Nc2ccc3c(c2)Cc2ccccc2-3)cc1 | -12 | -0.9 | 1 | -11[20 µM] | 0.1 | -195 | 14 | -17 | 1.4
20 | CC(C)NCC#CCOc1ccc(Cl)cc1 | -4 | 0.7 | 1 | -29 | 1.4 | -13 | 14 | -5 | -0.98
21 | COc1ccc(CCNC(=O)COc2ccc(S(=O)(=O)NC3CCCCC3)cc2Cl)cc1 | -9 | -0.2 | 6 | -10[20 µM] | 1.4 | 32 | 0 | -6 | ·
22 | O=C(Nc1ccon1)c1cccc(C(F)(F)F)c1 | -8 | 0.0 | -1 | -28 | 0.6 | 15 | 5 | 2 | -0.14
23 | CC(C)OC(=O)c1cc2ccccc2[nH]1 | -1 | 2.0 | -3 | -15[20 µM] | 0.6 | -27 | 16 | -3 | -0.053
24 | Cc1cc(C)cc(NC(=O)Cc2ccc(-n3cccc3)cc2)c1 | -6 | 0.2 | -8 | -14 | -0.9 | 13 | 35 | -2 | -0.44
25 | CCn1c(=O)cc(OCC(=O)N2CCN(c3ccc(F)cc3)CC2)c2ccccc21 | -4 | 0.3 | 0 | -24 | 0.4 | -21 | 4 | -7 | -1

Results in zfTRPN1 agonist and EBV gp42 block, for 4 of the compounds above:
| # | compound | zfTRPN1 agonist | EBV gp42 block |
| --- | --- | --- | --- |
| 22 | O=C(Nc1ccon1)c1cccc(C(F)(F)F)c1 | 0.0 | -8 |
| 23 | CC(C)OC(=O)c1cc2ccccc2[nH]1 | 2.0 | -1 |
| 24 | Cc1cc(C)cc(NC(=O)Cc2ccc(-n3cccc3)cc2)c1 | 0.2 | -6 |
| 25 | CCn1c(=O)cc(OCC(=O)N2CCN(c3ccc(F)cc3)CC2)c2ccccc21 | 0.3 | -4 |

As a short view, 4 of the compounds above:
nr | SMILES | EBV gp42 block | zfTRPN1 agonist | Thrombin inh | Furin inhibitor | TRPML3 agonist | Calpain2 inh | PPC-1+TRAIL kill | Tb hexokinase | KCC2 mod
1 | O=C(c1ccccc1-c1nc2ccccc2[nH]1)N1CCOCC1 | -12 | 1.1 | 4 | -18 | 0.6 | -16 | 20 | -5 | -0.59
2 | O=S(=O)(Nc1ccccn1)c1cccs1 | -28 | -0.3 | -8 | -16 | 0.5 | -43 | 12 | -2 | -0.016
3 | CCNC(=S)N1CCN=C1Nc1nc(C)cc(C)n1 | -5 | 0.5 | -9 | -22 | 0.4 | 21 | 21 | -3 | ·
4 | COc1ccc2c(c1)C=C(CN1CCN(C(C)C)C(CCO)C1)CO2 (stereo not drawn) | -6 | 0.6 | -7 | -20 | 1.0 | -21 | -3 | -17 | ·

Next section:
nr | SMILES | EBV gp42 block | zfTRPN1 agonist | Thrombin inh | Furin inhibitor | TRPML3 agonist | Calpain2 inh | PPC-1+TRAIL kill | Tb hexokinase | KCC2 mod
26 | COC(=O)CCCNS(=O)(=O)c1ccc2ccccc2c1 | -18 | -0.1 | 4 | -17[20 µM] | -0.2 | -15 | 4 | 1 | 0.21
27 | Cc1c(-c2cc(C(=O)O)no2)cnn1C | -9 | 0.4 | 8 | -35 | 0.3 | -11 | 8 | 1 | -0.69
28 | CCCCNC(=O)c1sc2nc(C)cc(COC)c2c1-n1cccc1 | -18 | -1.7 | -4 | -22 | 0.0 | 8 | 5 | 5 | -1.8
29 | O=C(CSc1nc2c(c(C(F)(F)F)n1)CCc1ccccc1-2)NCc1ccc(F)cc1 | -19 | 0.9 | -2 | -16[20 µM] | 0.6 | 9 | 10 | -5 | -0.85
30 | C=CCOC(=O)C1=C(C)OC(N)=C(C#N)C1c1ccco1 (stereo not drawn) | -13 | -1.4 | -6 | -20 | -0.8 | -9 | 0 | -34 | -0.062
31 | CN(C(=O)COC(=O)c1n[nH]c2ccccc12)c1ccccc1 | -4 | -1.1 | -6 | -12 | 0.7 | -2 | 2 | -5 | 0.011
32 | O=C(CSC1=NCCN1)Nc1ccccc1[N+](=O)[O-] | -6 | -0.7 | -7 | -18 | 1.1 | -9 | 6 | 0 | 1.4
33 | Cn1nnnc1SCc1csc(Nc2ccccc2)n1 | -18 | -0.5 | -1 | -20 | -0.6 | -10 | 8 | -10 | -0.56
34 | CCCCCn1c(SCC(=O)c2ccccc2)nc2cc(C(=O)NCc3ccco3)ccc2c1=O | -24 | -0.1 | 2 | -33[20 µM] | 0.6 | 31 | 1 | 18 | -1.4
35 | Cc1ccc(-c2nc3ncccc3o2)cc1NC(=O)c1ccccc1 | 0 | 1.8 | 3 | -11 | -0.6 | 27 | 22 | -3 | 0.84
36 | CC(=O)c1ccccc1NS(=O)(=O)c1c(C)nn(-c2ccccc2)c1C | -6 | 0.8 | 4 | -10[20 µM] | 3.6 | -5 | 19 | -2 | 1.2
37 | CC(C)(C)c1ccc(S(=O)(=O)NCc2ccc(C(=O)N3CCCC3)cc2)cc1 | 2 | 0.8 | -1 | -20[20 µM] | 0.2 | 28 | -6 | 2 | 0.52
38 | Cc1ccn(CC(=O)O)c(=O)c1 | 0 | 0.2 | -6 | -37 | 0.2 | 17 | 0 | 10 | -0.76
39 | Cc1ncc(CC(=O)n2cc(C(=O)c3cc(F)ccc3O)cn2)s1 | 3 | 0.6 | 4 | -8[20 µM] | -0.5 | -13 | 25 | -11 | -1.3
40 | CCOC(=O)C1=C(O)C(=O)N(Cc2ccccc2)CC1 | 15 | 2.2 | -1 | -15 | 1.2 | 3 | 1 | 8 | ·
41 | Cc1ccc2c(c1)C(=O)CCCCC(=O)N2 | -13 | 2.6 | -2 | -24 | 0.7 | -22 | 19 | -4 | 0.016
42 | O=C(NCC1CCCO1)C1CCN(C2CCN(C3CCCCCC3)CC2)CC1 (stereo not drawn) | 15 | 0.4 | -9 | -17 | 0.8 | -18 | 4 | 5 | 0.92
43 | CC1=C2C(=O)OC(c3ccoc3)C2(C)CCC1 (stereo not drawn) | -11 | -0.1 | -2 | -8 | -0.7 | 13 | 1 | 2 | -1.6
44 | Cc1ccc(OCCNC(=O)/C=C/c2ccc([N+](=O)[O-])cc2)cc1C | -1 | -1.2 | 0 | -17[20 µM] | 0.7 | 14 | 20 | -3 | 0.19
45 | COc1ccccc1/C=N/NC(=O)c1sc(C)nc1C | 3 | -0.2 | -3 | -16 | -0.2 | 17 | -3 | -6 | -1.3
46 | CCOc1nc(N2CCOCC2)nc(C)c1[N+](=O)[O-] | 3 | 1.7 | -4 | -5 | 0.3 | 1 | 10 | -16 | 0.014
47 | Cc1ccccc1NC1=NC(=S)N(CC(N)=O)C12CCOC(C)(C)C2 (stereo not drawn) | -21 | -0.2 | -2 | -13 | 0.3 | -2 | 19 | -6 | 1
48 | Cc1ccc(C)c(-n2cc(CN3CCN(C(=O)c4ncn[nH]4)CC3)c(-c3ccccc3)n2)c1 | 8 | -0.7 | -5 | -23 | -0.9 | -31 | 11 | -8 | 0.15
49 | CN(C)C(CNc1ncnc2sccc12)c1ccccc1 (stereo not drawn) | -10 | 0.2 | -8 | -8 | 0.9 | -33 | 6 | -1 | 0.42
50 | Cc1ccc(S(=O)(=O)N2CCCC2)cc1S(=O)(=O)N1CCCC1 | 1 | 2.0 | 5 | -15[20 µM] | 0.1 | -17 | 7 | -4 | -0.094
51 | CC1=C(C(=O)Nc2cc(C)ccc2C)C(c2cccs2)NC(=S)N1 (stereo not drawn) | -13 | -1.1 | -2 | -24 | -1.2 | -4 | 12 | -3 | -0.13
52 | O=C(CCn1nc(-c2ccccc2)ccc1=O)NCCCN1CCCCCC1 | -7 | 0.2 | 6 | -23 | 0.9 | 0 | 12 | -1 | ·
53 | CCOC(=O)c1cccc(NC(=O)CS(=O)(=O)Cc2nc(-c3cccc(OC)c3)oc2C)c1 | 5 | -0.4 | -7 | -25 | 1.0 | 5 | -4 | 0 | -0.79

Rows were taken by chance. Share with any hit: about 3.6%.
